hIAP activ – increases human intestinal alkaline phosphatase activity. 0.16% of 330,000 active. activation factor at 10 µM. AID 2524. P09923. purified human IAP, CDP-Star luminescence, 30 min; hits give high values; 1 = vehicle-only enzyme, 0 = enzyme-free background;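 active = activation factor of the enzyme at least 2-fold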; note: the source names both 10 and 20 µM as test concentration; values of inactives mirror those of a sister screen read the other way
APOBEC3G inh – APOBEC3G (human) deaminase inhibition; AID 493012; recombinant A3G, ssDNA deamination FAM/TAMRA fluorescence; inhibition, % at 20 µM; Q9HC16; 0.28% of 330,000 active;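 active = inhibition of at least 40% at 20 µM, with no more than 30% in the related APOBEC3A deaminase screen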;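 note: plate controls were DMSO wells with A3G for no effect and wells lacking A3G enzyme for full effect; some compounds called inactive have numbers as strong as hits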
Target sequence (Q9HC16 whole entry, looked up): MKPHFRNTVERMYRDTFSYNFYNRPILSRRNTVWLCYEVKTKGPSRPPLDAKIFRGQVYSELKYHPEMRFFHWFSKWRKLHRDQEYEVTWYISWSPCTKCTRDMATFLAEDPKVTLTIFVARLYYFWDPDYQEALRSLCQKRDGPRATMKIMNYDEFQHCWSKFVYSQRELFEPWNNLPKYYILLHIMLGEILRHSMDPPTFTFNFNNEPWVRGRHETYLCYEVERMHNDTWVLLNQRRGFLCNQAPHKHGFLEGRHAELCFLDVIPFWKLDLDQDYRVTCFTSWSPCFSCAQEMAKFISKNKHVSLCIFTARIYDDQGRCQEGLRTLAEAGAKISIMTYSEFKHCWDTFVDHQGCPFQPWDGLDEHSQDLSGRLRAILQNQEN
hIAP block – blocks human intestinal alkaline phosphatase; P09923; purified IAP, CDP-Star luminescence, 30 min; inhibition, % at 10 µM; 0.12% of 330,000 active; AID 2544;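 active = inhibition reaching a set limit with compound at 10 µM in the primary screen, cut at about 35% in these data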;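 note: plate controls were DMSO wells with enzyme for no effect and no-enzyme buffer wells for full effect; values of inactives mirror those of a sister screen read the other way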
mIAP activ – increases mouse intestinal alkaline phosphatase activity; 0.24% of 330,000 active; muIAP, CDP-Star luminescence, 30 min; hits give high values; 1 = vehicle-only enzyme signal, 0 = enzyme-free wells; AID 2805; activation factor at 10 µM;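 active = activation factor of at least 2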; note: the source names both 10 and 20 µM as test concentration; values of inactives mirror those of a sister screen read the other way
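Assay system: mouse IAP enzyme; reagent: chemiluminescent substrate CDP-Star; dosing: test compounds delivered from DMSO solution; schedule: 30 min at room temperature; measured by: luminescence from enzymatic CDP-Star hydrolysis; controls: DMSO-only wells and no-enzyme negative control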
MIN6 prolif – MIN6 beta-cell proliferation induction; AID 2380; 0.29% of 330,000 active; proliferation, % at 10 µM; MIN6 cells proliferation, ATPlite luminescence, 48 h; cells starved in 0.2% serum; 100% = growth in 10% serum;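 active = compounds whose signal lies at least 3.5 SD above the mean of all wells on their plate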;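 note: 0% = DMSO-treated cells in low-serum medium and 100% = 10% serum control; some compounds called inactive have numbers as strong as hits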
MPTP block – blocks calcium-induced mitochondrial swelling; isolated mouse mitochondria, Ca2+ swelling absorbance, 30 min; inhibition, % at 10 µM; 1.4% of 360,000 active; AID 602449;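 active = inhibition of 50% or more, scaled per plate between neutral and stimulator controls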;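 note: 0% = DMSO wells given calcium and 100% = 1 mM EGTA wells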
ATG4B inh – ATG4B (human) cysteine protease inhibition; Q9Y4P1; ATG4B cleavage of LC3-PLA2, NBD-HPC fluorescence, 1 h; inhibition, % at 8.33 µM; 0.51% of 340,000 active; AID 504462; in the data active = inhibition above about 40%
Target sequence (Q9Y4P1 whole entry, looked up): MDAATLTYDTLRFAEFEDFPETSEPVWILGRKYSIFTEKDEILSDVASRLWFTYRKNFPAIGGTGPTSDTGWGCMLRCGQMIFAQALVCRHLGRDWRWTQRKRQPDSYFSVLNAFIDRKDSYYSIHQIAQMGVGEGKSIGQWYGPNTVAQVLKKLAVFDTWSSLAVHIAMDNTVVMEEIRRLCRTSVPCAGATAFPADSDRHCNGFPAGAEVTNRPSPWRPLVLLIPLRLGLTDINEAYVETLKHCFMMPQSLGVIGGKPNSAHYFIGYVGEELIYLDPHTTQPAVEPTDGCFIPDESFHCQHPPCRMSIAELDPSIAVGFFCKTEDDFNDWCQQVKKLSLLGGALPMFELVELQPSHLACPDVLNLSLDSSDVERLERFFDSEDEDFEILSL
A3A deaminase – inhibitors of human APOBEC3A DNA deaminase. P31941. recombinant A3A, FAM/TAMRA ssDNA deamination fluorescence. inhibition, % at 20 µM. 0.41% of 330,000 active. AID 493011;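 active = at least 40% inhibition at 20 µM here, with at most 30% in a related deaminase screen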;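 note: plate controls were A3A with DMSO for no effect and wells lacking A3A enzyme for full effect; some results filed as inactive read as strong as hits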
Target sequence (P31941 whole entry, looked up): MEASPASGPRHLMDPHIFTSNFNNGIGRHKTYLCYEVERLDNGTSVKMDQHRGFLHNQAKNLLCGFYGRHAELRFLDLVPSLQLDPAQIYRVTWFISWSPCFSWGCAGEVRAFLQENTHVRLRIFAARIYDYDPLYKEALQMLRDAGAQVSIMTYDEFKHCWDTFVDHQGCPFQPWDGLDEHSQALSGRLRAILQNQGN
mIAP inh – mouse IAP inhibition | purified mouse IAP, CDP-Star luminescence, 30 min | 0.2% of 330,000 active | inhibition, % at 10 µM;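 active = inhibition of at least 40% at 10 µM in the primary screen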;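 note: plate controls were DMSO with enzyme for no effect and no enzyme wells for full effect; values of inactives mirror those of a sister screen read the other way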
An asterisk follows results filed as active; . = no result given. The order is random; overall some 3.3% were active at least once.

SMILES	hIAP activ	APOBEC3G inh	hIAP block	mIAP activ	MIN6 prolif	MPTP block	ATG4B inh	A3A deaminase	mIAP inh
O=C(COC(=O)C1CC1)NC(=O)c1ccccc1	0.89	-7	11	0.97	-2	-0.6	-7	-4	3
COc1ccc(C)cc1NC(=O)c1cc2c(=O)n3ccccc3nc2n1C	0.9	-3	10	1	1	-2.3	-5	-2	0
O=C(CCC1CCCCC1)NCCN1C2=NC[C@H](Cc3ccccc3)N2C[C@H]1Cc1ccc(O)cc1	1	-12	-3	1.1	-8	29	7	-1	-5
CCN(CC)c1ccc(NC(=O)c2ccccn2)cc1S(=O)(=O)Nc1ccccc1OC	0.85	56*	15	0.88	-8	-2.1	0	3	12
COc1ccc(/C=C/C2=NN(C)C(=O)CC2)cc1	1	-6	-4	1	-3	-0.7	2	0	-1
COc1cccc(N2CCN(C3CC(=O)N(c4ccc(Cl)cc4)C3=O)CC2)c1 (configuration not stated)	1	1	-1	1.1	-4	-1.1	-7	-1	-7
CC(C)n1c(SCC(=O)NC2CC2)nnc1C1CC1	0.96	-1	4	0.99	-3	0.4	-3	0	0
CCC(C)(C)C1CCc2[nH]nc(C(=O)NCc3ccccn3)c2C1 (configuration not stated)	1.9	6	-90	1.2	-6	-0.9	-3	0	-21
O=S(=O)(/N=C(/c1ccccc1)N1CCCCCC1)c1ccccc1	1	-2	0	1.1	0	0.6	3	4	-9
COc1ccc(C)cc1C1=Nc2ccccc2C1(C)C	0.93	2	7	0.98	0	-0.3	-5	1	2
COc1ccc(NC(=O)/C(C#N)=C/c2ccc(-c3ccc(Cl)c(C(=O)O)c3)o2)cc1	0.94	-3	6	0.91	-4	0.8	-4	-1	9
CCOc1ccc(NC(=O)c2ccc3c(c2)C(=O)N(Cc2ccncc2)C3=O)cc1	1	-6	-5	1.1	-4	2.8	-3	1	-6
O=C(Cc1ccccc1)Nc1cccc(NC(=O)c2ccccc2)c1	1.3	8	-27	1	0	0.2	-4	-4	-4
Cn1c(-c2ccccc2)nc2cnccc21	0.97	-4	3	0.97	-1	0.2	-8	3	3
Clc1ccc(Cl)c(OCCN2CCOCC2)c1	0.86	-3	14	1	2	1.6	3	0	0
COc1ccccc1N1CCN(C(=O)C2CCC(CNS(=O)(=O)c3ccc(NC(C)=O)cc3)CC2)CC1 (configuration not stated)	1.1	-8	-12	1	-2	0.3	-9	-4	-3
CCCN(Cc1ccccc1)C(=S)Nc1cccc(C)c1C	1.1	-2	-6	1.1	-2	2.8	4	5	-13
Cc1ccc(S(=O)(=O)NCC(c2cccnc2)N2CCOCC2)cc1 (configuration not stated)	0.88	0	12	0.96	-2	0.4	8	-1	4
COC(=O)c1ccc(CNC(=O)COc2ccccc2Br)o1	1.1	-1	-14	1	-1	0.6	-3	-2	-4
CCN(CC)CCCNC(=S)N(CCCO)Cc1cc2cc3c(cc2[nH]c1=O)OCO3	1	0	-1	1.1	-1	0.9	2	-1	-8
COc1ccc(NC(=O)COC(=O)C2CCN(C(=O)c3ccc(Cl)cc3)CC2)c([N+](=O)[O-])c1	0.96	-7	4	1.1	-2	-1.4	-12	-1	-5
CCn1cnc2cc(NS(=O)(=O)c3ccc(C)cc3)ccc21	0.96	1	4	0.96	-2	-1.4	0	2	4
O=C(Cn1cc[n+](CC(=O)c2ccc(Cl)cc2Cl)c1)c1ccc(Cl)cc1Cl	1.1	-9	-6	0.88	-3	5.3	4	-6	12
O=C(Nc1ccccc1C(=O)N1CCCC1)C1CCN(c2ncccn2)CC1	0.89	-6	11	0.97	0	-1.1	-11	-1	3
COC(=O)CCSC(=S)N1CCOCC1	0.99	-4	1	0.84	1	0.7	-6	-3	16
Cc1cc(C(=O)N/N=C2\CCCC(=O)C2)c(C)n1-c1ccccc1	1.1	0	-6	1	0	-2.1	-5	-2	-4
O=C(c1ccccc1)c1nn(-c2ccccc2)c2nnc(Cc3ccccc3)c(=O)n12	1.5	-8	-46	0.92	-3	7.7	-4	-1	8
CCN(CC)C(=O)c1cc(-c2ccc(Br)cc2)on1	1	3	0	0.9	-1	-1.9	-8	2	10
COc1ccc(CN(C(=O)COc2ccccc2)c2ccccc2C(=O)O)cc1	1.1	-1	-14	0.86	2	-1.0	2	2	14
O=C(N/N=C/c1ccco1)C1(O)c2ccccc2-c2ccccc21	1.2	-2	-22	0.89	1	2.0	10	-3	11

3 structures out of the list, ordered by SMILES length, largest number first:
SMILES	hIAP activ	APOBEC3G inh	hIAP block	mIAP activ	MIN6 prolif	MPTP block	ATG4B inh	A3A deaminase	mIAP inh
COc1ccccc1N1CCN(C(=O)C2CCC(CNS(=O)(=O)c3ccc(NC(C)=O)cc3)CC2)CC1 (configuration not stated)	1.1	-8	-12	1	-2	0.3	-9	-4	-3
O=C(c1ccccc1)c1nn(-c2ccccc2)c2nnc(Cc3ccccc3)c(=O)n12	1.5	-8	-46	0.92	-3	7.7	-4	-1	8
CCN(CC)C(=O)c1cc(-c2ccc(Br)cc2)on1	1	3	0	0.9	-1	-1.9	-8	2	10

(list continues)
SMILES	hIAP activ	APOBEC3G inh	hIAP block	mIAP activ	MIN6 prolif	MPTP block	ATG4B inh	A3A deaminase	mIAP inh
COc1ccc2occ(C(=O)c3ccc(N=C(C)N(C)C)cc3)c2c1	0.84	0	16	0.9	0	0.6	30	2	10
CCOC(=O)N1CCC(N2Cc3cccc(C(=O)N4CC(C)CC(C)C4)c3C2=O)CC1 (configuration not stated)	0.95	0	5	0.94	1	1.4	-8	4	6
CC(=O)Nc1cc(C(F)(F)F)ccc1OCC1CCCO1 (configuration not stated)	0.95	-5	5	1.1	-1	-0.1	5	-2	-8
Cc1cc(-c2nc3ncccc3o2)ccc1NC(=S)NC(=O)C(C)C	1	-5	-1	0.99	-1	1.7	6	-1	1
Cn1c(=O)[nH]c(=O)c2c1nc(N1CCCCC1)n2C/C=N/Nc1ccc(C(=O)O)cc1	0.93	-8	7	0.96	-2	1.5	-3	-3	4
COC(=O)CCN(C(=O)c1cccc(OC(C)=O)c1)c1ccccn1	0.93	-1	7	0.89	1	-2.6	-10	4	11
COc1ccc(N2CCN(S(=O)(=O)c3ccc4c(c3)OCCO4)CC2)cc1	1.2	-5	-17	0.99	-2	0.6	-3	-5	1
COc1ccc2[nH]c3c(c2c1)CCN1C(=O)C(CC(=O)NC/C=C(\C)CCC=C(C)C)C[C@H](C(=O)N2CCOCC2)[C@@]31CCC1CCCC1 (some centres not stated)	.	2	.	1.2	.	-1.1	2	-1	-21
O=C(CCC(=O)Nc1ccc(F)cc1)N/N=C/c1cccc(Br)c1	0.91	-5	9	1	-2	0.0	-15	-2	-4
CC(C)(C)c1ccc(N2C(=N)SCC2=O)cc1	1.2	-6	-15	0.94	0	4.8	3	-4	6
COc1ccc(S(=O)(=O)N(C(C)=O)c2ccc3oc(=O)sc3c2)cc1	1.2	-1	-24	0.98	-5	4.3	-7	-2	2
CCOC(=O)N1CCC(NC(=O)c2cc3c(=O)n(C)c4ccccc4c3n2C)CC1	1.1	-9	-6	0.98	4	-2.6	-5	-4	2
COc1ccc(-c2noc(N3CCC(C(=O)NCCCN4CC(C)CC(C)C4)CC3)n2)cc1 (configuration not stated)	0.88	-4	12	1.1	-4	-0.5	-2	-5	-11
C/C(=N/OC(=O)c1ccc(C)cc1)c1ccc(N2C(=O)C3CCCCC3C2=O)cc1 (configuration not stated)	0.94	-2	6	0.99	0	-0.8	-3	1	1
CCC[N+]1(CC#CCC(c2ccccc2)c2ccccc2)CCCCC1	1.3	-3	-31	1.1	-4	-1.5	3	6	-6
CCCCNC(=O)Nc1ccon1	0.95	-6	5	1.1	2	15	-1	-4	-11
N#Cc1ccccc1Sc1ccccc1C(=O)OCC(=O)NC1CCCCC1	0.7	-3	30	0.68	0	3.4	-3	-2	32
CSC1=NCCN1C(=O)Cc1cccc2ccccc12	0.91	-5	9	1	-1	0.4	-4	-1	-3
NNc1ccc(Cl)c(C(=O)O)c1	1	38	-3	1	2	-1.0	0	-3	0
C=CC[C@]12CCc3sccc3C1N(c1ccc(C(=O)OCC)cc1)C2=O (some centres not stated)	0.87	-4	13	1.1	-7	2.5	10	3	-6
CC(C)(C)c1ccc(C(=O)N2CCC(C(=O)NC3CCCCCC3)CC2)cc1	1	-11	-1	1.1	-1	1.1	-1	-3	-5
O=C(C1CCN(S(=O)(=O)c2ccc(Br)cc2)CC1)N1CCOCC1	1.1	1	-6	1	3	-2.9	-6	7	-4
O=C(CSc1nnc(Cn2c(=O)sc3ccccc32)n1CCc1ccccc1)N1CCCC1	0.98	-11	2	1.1	-2	-1.3	14	-4	-11
Cc1ccnc(N2CCCC(C(=O)Nc3cc(F)ccc3C)C2)n1 (configuration not stated)	1	-2	-2	0.97	-2	-1.7	-5	5	3
O=C(CCC(=O)N1CCCC1)Nc1nnc(C2CCCCC2)s1	1.1	-4	-8	0.94	0	0.8	-7	-2	6
CCN(CC(=O)NC(C)C)C(=O)c1ccc(S(=O)(=O)N(C)c2ccccc2OC)cc1	1.2	-4	-16	0.92	2	-0.6	1	-3	8
COc1ccccc1NC(=O)c1sc2ncn(CC(=O)N3CCC(C)CC3)c(=O)c2c1C	0.98	-9	2	0.99	-2	0.3	-2	-7	1
COc1ccc(N2CCN(C(=O)C3CCN(S(=O)(=O)c4ccccc4)CC3)CC2)cc1	0.94	-6	6	1	-2	-2.4	-10	-3	-1
CN(Cc1nc(-c2ccccn2)no1)S(=O)(=O)c1ccccc1	1.3	-5	-27	0.98	-2	0.0	-1	-4	2
CC(C)(C)S(=O)(=O)c1cnc(-c2cnccn2)nc1N	1.1	-5	-10	0.99	0	1.1	-2	0	1

Overlap with the part before: three entries, then new ones.
SMILES	hIAP activ	APOBEC3G inh	hIAP block	mIAP activ	MIN6 prolif	MPTP block	ATG4B inh	A3A deaminase	mIAP inh
COc1ccc(N2CCN(C(=O)C3CCN(S(=O)(=O)c4ccccc4)CC3)CC2)cc1	0.94	-6	6	1	-2	-2.4	-10	-3	-1
CN(Cc1nc(-c2ccccn2)no1)S(=O)(=O)c1ccccc1	1.3	-5	-27	0.98	-2	0.0	-1	-4	2
CC(C)(C)S(=O)(=O)c1cnc(-c2cnccn2)nc1N	1.1	-5	-10	0.99	0	1.1	-2	0	1
c1ccc([C@H]2CNCCN2CCc2cccc3ccccc23)cc1	1	8	0	0.97	-6	0.7	-5	0	3
Cn1ncc([N+](=O)[O-])c1C(=O)N1CCOCC1	0.99	-4	1	0.98	-3	-0.3	-5	-5	2
CCOc1cccc(C(=O)Nc2cccc(-c3nnc(-c4ccc(C)cc4)o3)c2)c1	1	0	-1	0.95	-3	4.5	-2	12	5
O=C(Cc1nn[nH]n1)c1ccccc1O	1.1	-8	-6	1	-3	1.1	-8	-1	-1
Cc1cc(C(=O)NCc2ccco2)c2ccccc2n1	1.3	-4	-31	1.2	-4	0.3	-9	-7	-15

In another format: four of the compounds above
Under each structure – hIAP activ	APOBEC3G inh	hIAP block	mIAP activ	MIN6 prolif	MPTP block	ATG4B inh	A3A deaminase	mIAP inh
COc1cccc(N2CCN(C3CC(=O)N(c4ccc(Cl)cc4)C3=O)CC2)c1 (configuration not stated)
  1	1	-1	1.1	-4	-1.1	-7	-1	-7
CC(C)n1c(SCC(=O)NC2CC2)nnc1C1CC1
  0.96	-1	4	0.99	-3	0.4	-3	0	0
CCC(C)(C)C1CCc2[nH]nc(C(=O)NCc3ccccn3)c2C1 (configuration not stated)
  1.9	6	-90	1.2	-6	-0.9	-3	0	-21
O=S(=O)(/N=C(/c1ccccc1)N1CCCCCC1)c1ccccc1
  1	-2	0	1.1	0	0.6	3	4	-9
